GPR35 antagonists – GPR35 antagonists blocking zaprinast-driven arrestin recruitment, primary screen, imaging, U2OS, beta-arrestin-GFP, zaprinast agonist (AID 2058) | inhibition, % at 10 µM; hits with a dose series show IC50 in µM | hit rate 0.052% among 290,000 | U2OS GPR35 beta-arrestin-GFP translocation imaging, zaprinast antagonism; higher % means a stronger effect;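 active = inhibition of at least 50% with at least 30 cells and total cytoplasm GFP at most 10,000,000; inconclusive = under 30 cells or total GFP of 10,000,000 plus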
GPR55 activation – GPR55 agonists via beta-arrestin recruitment, primary screen, imaging, U2OS cells, beta-arrestin-GFP redistribution (AID 1961); activation, % at 10 µM; hits with a dose series show EC50 in µM; U2OS GPR55 beta-arrestin-GFP redistribution imaging; higher % means a stronger effect; hit rate 0.048% among 290,000;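 active = activation above 40% with more than 50 cells counted in the well; inconclusive = wells holding fewer than 50 cells, flagged as toxic or sparse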;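 also: U2OS osteosarcoma cells stably expressing GPR55 and beta-arrestin-GFP; plate controls were DMSO negative control for no effect and LPI positive control for full effect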
GPR55 antagonists – GPR55 antagonists blocking LPI-driven arrestin recruitment, primary screen, imaging, U2OS, beta-arrestin-GFP, LPI agonist (AID 2013); hit rate 0.13% among 290,000; inhibition, % at 10 µM; hits with a dose series show IC50 in µM; U2OS GPR55 beta-arrestin-GFP translocation imaging, LPI antagonism; higher % means a stronger effect;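 active = spots per cell inhibited over 60%, with over 100 cells counted and total cytoplasm intensity under 500,000; inconclusive = wells with under 100 cells, flagged as likely toxic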;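 also: U2OS cells stably carrying GPR55 and arrestin-GFP stimulated by 5 µM LPI near EC80; imaged beta-arrestin-GFP aggregate spots per cell after agonist stimulation; plate controls were LPI-stimulated DMSO wells for no effect and DMSO wells without LPI for full effect; some results filed as inactive read as strong as hits; confirmed hits need IC50 under 10 µM and bright autofluorescent wells are also inconclusive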
Lipid droplet – modulators of hepatic lipid droplet formation; AML12 mouse hepatocytes, oleate lipid droplets, BODIPY imaging; inhibition, % at 6.5 µM; AID 1656; hit rate 0.4% among 240,000;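 active = lipid droplet intensity inhibited by at least 50%, with more than 500 cells counted; inconclusive = wells with under 300 cells, treated as cytotoxic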
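System: AML12 hepatocytes (mouse). Probe or stimulus: oleic acid at 100 µM to induce lipid droplet formation. Times: overnight treatment with compound plus oleate. Detection: Image-based BODIPY and DAPI two-channel analysis. Evaluation: percent inhibition of filter-corrected integrated lipid droplet intensity per well.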
LYP inhibition – PTPN22 lymphoid phosphatase activity blockers – biochemical, fluorescence intensity, uHTS (AID 1779). one-dose inhibition, % at 11.5 µM; IC50 in µM for titrated hits. hit rate 0.054% among 290,000. recombinant LYP phosphatase, fluorescence intensity; higher % means a stronger effect; in the data active = inhibition above about 50%;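 also: plate controls were vehicle with enzyme for no effect and no enzyme for full effect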
NTR1 ag – agonists of NTR1, primary screen, imaging, U2OS cells, beta-arrestin-GFP, high content (AID 493036). P30989. NTR1-U2OS beta-arrestin-GFP spot imaging, agonist mode. activation, % at 20 µM. hit rate 0.17% among 330,000;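 active = activation at or above 40% of the spot to cytoplasm intensity ratio, with at least 20 cells analyzed; inconclusive = wells under 20 cells, flagged as cytotoxic or low count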;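 also: 0% = DMSO without peptide and 100% = 100 nM NTR1 peptide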
Target sequence (P30989 whole entry, looked up): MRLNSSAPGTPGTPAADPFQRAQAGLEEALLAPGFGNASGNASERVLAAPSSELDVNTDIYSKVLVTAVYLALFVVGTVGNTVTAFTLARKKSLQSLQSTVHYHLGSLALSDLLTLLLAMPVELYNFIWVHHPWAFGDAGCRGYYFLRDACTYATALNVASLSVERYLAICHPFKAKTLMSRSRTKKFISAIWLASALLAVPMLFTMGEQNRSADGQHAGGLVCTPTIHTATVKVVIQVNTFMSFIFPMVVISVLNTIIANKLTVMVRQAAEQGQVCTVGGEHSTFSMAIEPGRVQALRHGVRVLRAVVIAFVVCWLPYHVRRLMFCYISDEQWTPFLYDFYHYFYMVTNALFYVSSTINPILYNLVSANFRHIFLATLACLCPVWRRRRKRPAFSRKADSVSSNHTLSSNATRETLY
Large T inhibition – TAg ATPase/helicase activity blockers – biochemical (AID 1903). SV40 large T antigen ATPase/helicase inhibition assay; higher % means a stronger effect. hit rate 0.39% among 310,000. inhibition, % at 20 µM, or IC50 in µM where a hit was titrated; in the data active = a potency from the dose series; inconclusive = inhibition mostly from about 32% at the one dose, without a potency; inactive = the rest, 99 in 100 with inhibition below about 32%; also: strong numbers were not always called active
T cell HTS – T cell immune modulators affecting CD8 T cell-vesicle binding. AID 2052. hit rate 0.068% among 330,000. calls only at 7 µM. 2C CD8+ T cell-vesicle binding, flow cytometry; stronger effect = lower value;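 active = response, share of CD8 T cells binding vesicles, and their 90th percentile fluorescence all below set limits, cut at about 80% in these data, passing the limit was not always enough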
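Material: murine 2C transgenic CD8+ T lymphocytes / Also added: QL9-peptide-loaded Drosophila micro-vesicles bearing Ld, ICAM-1 and B7-1 / Schedule: binding step 1.5 h, 37 °C, antibody labelling 20 min, ice / Signal: flow cytometry, PE anti-B7-1 (FL2) versus Alexa647 anti-CD8 (FL8), PFA-fixed / Evaluation: percent CD8+ FL2 mean versus row control / Benchmarks: naked versus QL9-loaded vesicles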
Rac1 GTP hydrolysis – MgcRacGAP GTPase-activating activity inhibitors, confirmation, biochemical, ADP Hunter fluorescence; MgcRacGAP-stimulated Rac1 GTP hydrolysis, ADP Hunter fluorescence; higher % means a stronger effect; GST-tagged Rac1 F28L mutant substrate; one-dose inhibition, % at 30 µM; IC50 in µM for titrated hits; hit rate 0.6% among 340,000; AID 624330;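 active = first-screen hits whose inhibition reached a set limit at any dose in the follow-up dose series; inconclusive = inhibition above the set first-screen limit but never retested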;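 also: fluorescence reports GDP produced by GAP-driven GTP hydrolysis; strong numbers were not always called active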
Lipid droplet cells 6.5 µM – also measured in Lipid droplet; calls as there; cell count; measured here: cell count, cytotoxicity flag;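 cells counted across two imaged fields per well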
T cell HTS vesicle-bound % – recorded beside T cell HTS, whose call it bears; double positive events, %; measured here: CD8+ vesicle-bound cell fraction;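 binding gate set so that unloaded-vesicle control wells show 10% double positive cells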
NTR1 ag cell count 20 µM – recorded beside NTR1 ag, whose call it bears; cell count; measured here: cell count, cytotoxicity flag
* marks the source's active call; other numbers are inactive results; i = inactive; ? = inconclusive; nt = not tested or not shown. An excerpt, so the mix of outcomes need not match the whole.

Short keys: A = GPR35 antagonists; B = GPR55 activation; C = GPR55 antagonists; D = Lipid droplet; E = Lipid droplet cells 6.5 µM; F = LYP inhibition; G = NTR1 ag; H = NTR1 ag cell count 20 µM; I = Large T inhibition; J = T cell HTS; K = T cell HTS vesicle-bound %; L = Rac1 GTP hydrolysis
1) COc1ccccc1[As](=O)(O)CC(O)COc1ccc(Cl)cc1Cl (stereo unspecified)
  A = 17%	B = 1.1%	C = 15%	D = 0	E = 835	F = -5%	G = 0.1	H = 83	I = 2%	J = i	K = 63	L = nt

2) COc1ccc(Cn2c(N)c(C(=O)NCc3ccco3)c3nc4ccccc4nc32)cc1OC
  A = 0%	B = -0.1%	C = 87%	D = nt	E = nt	F = -4%	G = 0.0	H = 48	I = 4%	J = i	K = 59	L = 2%

3) C=CCn1c(O)c(C(C)=NC2CCN(Cc3ccccc3)CC2)c(=O)[nH]c1=O
  A = 4%	B = 0.7%	C = -1%	D = -4	E = 746	F = -2%	G = -0.1	H = 55	I = 9%	J = i	K = 47	L = nt

4) CCN(CC)CCN=Cc1c(O)n(CCc2ccccc2)c(=O)[nH]c1=O
  A = -16%	B = 0.1%	C = 7%	D = nt	E = nt	F = -3%	G = -0.6	H = 55	I = 4%	J = i	K = 23	L = 8%

5) Oc1ccccc1CN(CCc1ccccc1)Cc1ccccc1
  A = 6%	B = 0.0%	C = 14%	D = -8	E = 765	F = -8%	G = 0.9	H = 45	I = -4%	J = i	K = 19	L = ?

6) COc1cc(OC)c(OC)cc1/C=C1\C(=O)NC(=O)N(Cc2ccccc2)C1=O
  A = 3%	B = 0.0%	C = -3%	D = 22	E = 720	F = -8%	G = 6.0	H = 60	I = 12%	J = i	K = 58	L = 37%

7) CCOP(=O)(Cc1ccc(C(=O)CC)o1)OCC
  A = -14%	B = -0.1%	C = -12%	D = -2	E = 737	F = -8%	G = 1.2	H = 55	I = 11%	J = i	K = 41	L = -3%

8) Cc1cccc(N2C(=O)NC(=O)/C(=C\c3cnn(-c4ccccc4)c3)C2=O)c1
  A = 2%	B = 0.0%	C = 48%	D = nt	E = nt	F = -4%	G = 46*	H = 57*	I = 31%	J = i	K = 18	L = 11%

9) N#Cc1c(/N=C/c2c(O)n(Cc3ccco3)c(=O)[nH]c2=O)sc2c1CCCC2
  A = 22%	B = -0.2%	C = -13%	D = nt	E = nt	F = 4%	G = -0.4	H = 48	I = 33µM*	J = i	K = 28	L = ?

10) Cc1ccccc1NC(=S)NC(NC(=O)CF)C(Cl)(Cl)Cl (stereo unspecified)
  A = 22%	B = -0.2%	C = -6%	D = 1	E = 662	F = -5%	G = -0.1	H = 89	I = 13%	J = i	K = 50	L = 8%

Complete entries, looked up by structure. Order of screens: GPR35 antagonists | GPR55 activation | GPR55 antagonists | Lipid droplet | Lipid droplet cells 6.5 µM | LYP inhibition | NTR1 ag | NTR1 ag cell count 20 µM | Large T inhibition | T cell HTS | T cell HTS vesicle-bound % | Rac1 GTP hydrolysis
N#Cc1c(/N=C/c2c(O)n(Cc3ccco3)c(=O)[nH]c2=O)sc2c1CCCC2 is listed with 22% | -0.2% | -13% | nt | nt | 4% | -0.4 | 48 | 33µM* | i | 28 | ?
COc1ccccc1[As](=O)(O)CC(O)COc1ccc(Cl)cc1Cl (stereo unspecified) is listed with 17% | 1.1% | 15% | 0 | 835 | -5% | 0.1 | 83 | 2% | i | 63 | nt

Other entries.
Short keys: A = GPR35 antagonists; B = GPR55 activation; C = GPR55 antagonists; D = Lipid droplet; E = Lipid droplet cells 6.5 µM; F = LYP inhibition; G = NTR1 ag; H = NTR1 ag cell count 20 µM; I = Large T inhibition; J = T cell HTS; K = T cell HTS vesicle-bound %; L = Rac1 GTP hydrolysis
11) COc1ccc(OC)c(-n2c(O)c(/C=C3\C=Nc4ccccc43)c(=O)[nH]c2=O)c1
  A = 10%	B = 0.6%	C = 5%	D = -1	E = 856	F = -1%	G = 5.8	H = 72	I = 20%	J = i	K = 18	L = 12%

12) CCOC(=O)C1C2c3ccccc3O[C@@]1(C)N=C1SCC(=O)N12 (stereo partly specified)
  A = 1%	B = 0.0%	C = 1%	D = nt	E = nt	F = -8%	G = 0.5	H = 52	I = 28%	J = i	K = 31	L = 5%

13) CC1=C(C(=O)Nc2ccccc2)S(=O)(=O)CCO1
  A = -6%	B = 0.5%	C = 12%	D = 4	E = 708	F = -8%	G = 2.9	H = 42	I = 15%	J = i	K = 29	L = 5%

14) CC(Cc1ccccc1)NC(=O)/C=C/c1ccc(Cl)cc1 (stereo unspecified)
  A = -2%	B = -0.1%	C = 10%	D = 1	E = 636	F = 0%	G = 0.4	H = 59	I = 4%	J = i	K = 5	L = 2%

15) C=C1C(O)(c2ccccc2)C2CC[N+]1(C)CC2 (stereo unspecified)
  A = -7%	B = -0.1%	C = 4%	D = nt	E = nt	F = -8%	G = 0.1	H = 69	I = 6%	J = i	K = 38	L = 1%

16) Fc1cccc(F)c1-c1nc(-c2ccc(Cl)cc2)no1
  A = 8%	B = -0.2%	C = 6%	D = 1	E = 630	F = -7%	G = 1.7	H = 51	I = -1%	J = i	K = 51	L = 7%

17) Cc1ccc(Sc2ccc(C=C3C(=O)N(C)C(=O)N(C)C3=O)o2)cc1
  A = 10%	B = -0.1%	C = 5%	D = 22	E = 639	F = 7%	G = 19	H = 57	I = ?	J = i	K = 45	L = 10%

18) CNC(=O)O/N=C(\N)Cc1csc2ccccc12
  A = 3%	B = 0.1%	C = 8%	D = 5	E = 717	F = -4%	G = -0.2	H = 52	I = 11%	J = i	K = 25	L = 3%

19) C/C(Cl)=C/CC1(CN2CCCC2=O)C(=O)NC(=O)NC1=O
  A = -11%	B = -0.2%	C = -14%	D = nt	E = nt	F = -9%	G = -1.9	H = 36	I = 11%	J = i	K = 22	L = 8%

20) CCN(CC)c1ccc(/C=C2\C(=O)NC(=S)N(C)C2=O)o1
  A = -14%	B = -0.1%	C = 9%	D = -31	E = 679	F = 10%	G = -0.7	H = 41	I = 9%	J = i	K = 26	L = 10%

21) O=C1CN=C(c2ccc(Br)cc2)c2c(sc3c2CCCC3)N1CCN1CCCCC1
  A = -18%	B = 0.7%	C = 11%	D = -22	E = 688	F = 4%	G = 8.8	H = 35	I = 14%	J = i	K = 40	L = 7%

22) CSc1nc2ccc(C)cc2c(=O)n1-c1cccnc1
  A = -3%	B = -0.2%	C = -2%	D = -3	E = 696	F = -5%	G = 0.1	H = 54	I = 17%	J = i	K = 28	L = 2%

Results in Large T inhibition, Lipid droplet cells 6.5 µM and T cell HTS vesicle-bound %, for 5 of the compounds above:
| item | smiles | Large T inhibition | Lipid droplet cells 6.5 µM | T cell HTS vesicle-bound % |
| --- | --- | --- | --- | --- |
| 18 | CNC(=O)O/N=C(\N)Cc1csc2ccccc12 | 11% | 717 | 25 |
| 19 | C/C(Cl)=C/CC1(CN2CCCC2=O)C(=O)NC(=O)NC1=O | 11% | nt | 22 |
| 20 | CCN(CC)c1ccc(/C=C2\C(=O)NC(=S)N(C)C2=O)o1 | 9% | 679 | 26 |
| 21 | O=C1CN=C(c2ccc(Br)cc2)c2c(sc3c2CCCC3)N1CCN1CCCCC1 | 14% | 688 | 40 |
| 22 | CSc1nc2ccc(C)cc2c(=O)n1-c1cccnc1 | 17% | 696 | 28 |

Screening results as filed in PubChem BioAssay.
